Mtb BioA inh – inhibitors of Mycobacterium tuberculosis BioA enzyme. purified M. tuberculosis BioA enzyme, plate reader. inhibition, % at 9.99 µM. 360,000 compounds, 0.096% hits; in the data active means inhibition above about 40%
Starred values were filed as active, the others as inactive; & = joins results of further samples.

Start of the listing, in advance (five entries):
SMILES | Mtb BioA inh
CC=Cc1ccc2n(c1=O)C[C@@H]1[C@@H](CO)[C@H](C(=O)N(C)C)[C@H]2N1C(=O)c1ccc(F)cc1 (mixture of isomers) | 1.8
CN(C)C(=O)c1cccc(-c2ccc3c(c2)[C@H]2[C@H](CCN2C(=O)c2cccc(F)c2)[C@@H](CO)N3C)c1 | 23
C[C@@H]1CN([C@@H](C)CO)C(=O)Cc2cc(NS(=O)(=O)c3cccs3)ccc2O[C@@H]1CN(C)Cc1ccc(Oc2ccccc2)cc1 | -1.2
COc1ccccc1S(=O)(=O)N1CC[C@@H]2[C@@H](CO)Nc3ccc(Br)cc3[C@@H]21 | 4.9
C[C@H](NC(=O)C[C@H]1C[C@@H]2c3cc(NC(=O)Cc4ccncc4)ccc3O[C@@H]2[C@@H](CO)O1)c1ccccc1 | -1.5

This part in full, from the first entry:
SMILES | Mtb BioA inh
CC=Cc1ccc2n(c1=O)C[C@@H]1[C@@H](CO)[C@H](C(=O)N(C)C)[C@H]2N1C(=O)c1ccc(F)cc1 (mixture of isomers) | 1.8
CN(C)C(=O)c1cccc(-c2ccc3c(c2)[C@H]2[C@H](CCN2C(=O)c2cccc(F)c2)[C@@H](CO)N3C)c1 | 23
C[C@@H]1CN([C@@H](C)CO)C(=O)Cc2cc(NS(=O)(=O)c3cccs3)ccc2O[C@@H]1CN(C)Cc1ccc(Oc2ccccc2)cc1 | -1.2
COc1ccccc1S(=O)(=O)N1CC[C@@H]2[C@@H](CO)Nc3ccc(Br)cc3[C@@H]21 | 4.9
C[C@H](NC(=O)C[C@H]1C[C@@H]2c3cc(NC(=O)Cc4ccncc4)ccc3O[C@@H]2[C@@H](CO)O1)c1ccccc1 | -1.5
N#Cc1cccc(-c2ccc3c(c2)[C@@H]2[C@@H](CCN2Cc2cncnc2)[C@H](CO)N3)c1 | 11
COc1cccc(S(=O)(=O)N(C)C[C@@H]2Oc3cc(C4=CCCCC4)ccc3S(=O)(=O)N([C@H](C)CO)C[C@H]2C)c1 | 0.7
CN(C)Cc1cn(CC[C@@H]2CC[C@@H](NC(=O)Nc3ccccc3F)[C@H](CO)O2)nn1 | -0.6
CO[C@@H]1CN(C)C(=O)c2ccc(NS(=O)(=O)c3ccccc3C)cc2OC[C@H](C)NC[C@@H]1C | -1.8
O=C(N[C@H]1CC[C@@H](CCNS(=O)(=O)c2ccc(F)cc2)O[C@@H]1CO)c1ccccn1 | -2.4
O=C(CCN1CCCCC1)N[C@H]1CC[C@H](CCn2cc(-c3cccc(F)c3)nn2)O[C@H]1CO | 9.7
C[C@@H]1CN([C@H](C)CO)C(=O)c2cccc(NC(=O)Nc3ccc(C(F)(F)F)cc3)c2O[C@@H]1CN(C)C(=O)Nc1ccc(C(F)(F)F)cc1 | 3.6
C[C@H]1CN([C@@H](C)CO)C(=O)Cc2cc(NC(=O)Cn3cnnn3)ccc2O[C@@H]1CN(C)Cc1ccc2c(c1)OCO2 | 26
O=C(C[C@H]1CC[C@@H]2[C@H](COC[C@@H](O)CN2Cc2ccc(Cl)cc2)O1)NCc1cccc(F)c1 | -0.2
C[C@@H]1CN([C@H](C)CO)S(=O)(=O)c2ccc(-c3cncnc3)cc2O[C@@H]1CN(C)C(=O)C1CCC1 | -1.6
CC(C)NC(=O)N1[C@H](CO)[C@@H]2c3ccccc3N(C(=O)C3CCCCC3)C[C@@H]21 | -3.4
COc1ccc(S(=O)(=O)N(C)C[C@H]2OCCCC[C@@H](C)Oc3ccc(NC(=O)NC4CCCCC4)cc3C(=O)N([C@@H](C)CO)C[C@@H]2C)cc1 | 0.0
CC(C)NC(=O)N(C)C[C@H]1Oc2ccc(NS(=O)(=O)c3ccc(F)cc3)cc2CC(=O)N([C@H](C)CO)C[C@@H]1C | 0.8
COc1ccc(NC(=O)N2C[C@H](O)COC[C@H]3O[C@H](CC(=O)N4CCN(C)CC4)CC[C@@H]32)cc1 | -0.2
C[C@@H]1CN([C@H](C)CO)C(=O)Cc2cc(NS(=O)(=O)c3cccs3)ccc2O[C@H]1CN(C)Cc1ccc(Cl)c(Cl)c1 | -1.2
CCCNC(=O)Nc1ccc2c(c1)OC[C@@H](C)N(Cc1cccnc1)C[C@@H](C)[C@@H](OC)CN(C)C2=O | 1.4
CCCN(C)C[C@@H]1OCCCC[C@@H](C)Oc2ccc(NC(=O)CCCN(C)C)cc2C(=O)N([C@H](C)CO)C[C@H]1C | -0.4
C[C@H]1CN([C@@H](C)CO)S(=O)(=O)c2ccc(-c3cccc(C#N)c3)cc2O[C@@H]1CN(C)C(=O)c1ccccc1 | 6.5
O=C(N[C@@H]1CC[C@H](CCNC(=O)C2CC2)O[C@H]1CO)c1ccccn1 | 0.3
C[C@H]1CN([C@@H](C)CO)C(=O)c2ccccc2-c2ccccc2CO[C@H]1CN(C)S(=O)(=O)CC(F)(F)F | -1.0

Next section, starting with the last 2 of the part before.
SMILES | Mtb BioA inh
O=C(N[C@@H]1CC[C@H](CCNC(=O)C2CC2)O[C@H]1CO)c1ccccn1 | 0.3
C[C@H]1CN([C@@H](C)CO)C(=O)c2ccccc2-c2ccccc2CO[C@H]1CN(C)S(=O)(=O)CC(F)(F)F | -1.0
O=C(c1cccnc1)N1CC[C@@H]2[C@H](CO)Nc3ccc(-c4ccc(F)cc4)cc3[C@@H]21 | 23
C[C@H](CO)N1C[C@H](C)[C@@H](CN(C)Cc2ccc(Oc3ccccc3)cc2)Oc2c(NS(=O)(=O)c3cccs3)cccc2C1=O | 5.0
C[C@@H]1CN([C@@H](C)CO)C(=O)c2cc(C3=CCCC3)cnc2O[C@H]1CN(C)C(=O)Cc1ccncc1 | 1.1
O=C(N[C@@H]1CC[C@@H](CC(=O)N2CCCCC2)O[C@@H]1CO)c1ccc2c(c1)OCO2 | -3.2
C[C@H](CO)N1C[C@H](C)[C@H](CN(C)Cc2ccc(C(F)(F)F)cc2)Oc2ccc(NS(=O)(=O)c3ccc(Cl)cc3)cc2CC1=O | 0.3
COCC(=O)N(C)C[C@@H]1Oc2ncc(-c3ccc(F)cc3)cc2C(=O)N([C@H](C)CO)C[C@H]1C | -0.9
Cc1noc(C)c1S(=O)(=O)N(C)C[C@@H]1Oc2ccc(NC(=O)CCC(F)(F)F)cc2CC(=O)N([C@@H](C)CO)C[C@H]1C | -3.3
CS(=O)(=O)Nc1ccc2c(c1)[C@H]1C[C@H](CC(=O)NCc3ccc(Oc4ccccc4)cc3)O[C@H](CO)[C@H]1O2 | 4.4
CN1C(=O)c2cc(NC(=O)C3CCCC3)ccc2OC[C@@H]2O[C@@H](CC(=O)NCC3CC3)CC[C@@H]21 | 13
OC[C@@H]1[C@@H](c2ccc(-c3cccc(F)c3)cc2)[C@H]2CN(Cc3cncnc3)CCCCN12 | -2.0
C[C@H]1CN([C@@H](C)CO)S(=O)(=O)c2ccc(-c3ccccc3F)cc2O[C@H]1CN(C)CC1CC1 | 0.5
CO[C@H]1CN(C)C(=O)c2ccc(NC(=O)Nc3ccc(F)cc3)cc2OC[C@H](C)NC[C@H]1C | 0.9
C[C@H]1CN([C@@H](C)CO)C(=O)c2cc(NC(=O)Cc3cn(C)c4ccccc34)ccc2O[C@H]1CN(C)Cc1ccc(C(F)(F)F)cc1 | -1.3
C[C@@H]1CN([C@H](C)CO)C(=O)c2cccc(NC(=O)c3ccncc3)c2O[C@H]1CN(C)C(=O)Nc1cccc2ccccc12 | -3.3
COc1ccc(CN(C)C[C@@H]2Oc3ccc(NC(=O)Nc4ccc5c(c4)OCO5)cc3C(=O)N([C@H](C)CO)C[C@H]2C)cc1 | 2.8
C[C@H]1CN([C@@H](C)CO)C(=O)Cc2cc(N(C)C)ccc2O[C@H]1CN(C)Cc1ccc(C(F)(F)F)cc1 | 2.4
CO[C@@H](CN(C)C(=O)c1cnccn1)[C@H](C)CN([C@H](C)CO)S(=O)(=O)c1ccc(F)cc1 | -1.3
CN1C(=O)c2cc(NS(=O)(=O)c3ccccc3Cl)ccc2OC[C@H]2O[C@@H](CC(=O)O)CC[C@@H]21 | 1.9
C[C@@H]1CN([C@@H](C)CO)C(=O)Cc2cc(NC(=O)Nc3ccccc3)ccc2O[C@@H]1CN(C)S(=O)(=O)c1cccs1 | -0.1
C[C@H](CO)N1C[C@H](C)[C@@H](CN(C)Cc2cccc(O)c2)OCc2cn(nn2)CCCC1=O | -0.7
COCCNC(=O)C[C@H]1C[C@@H]2c3cc(NC(=O)Nc4ccc(OC)cc4)ccc3O[C@@H]2[C@H](CO)O1 | 0.1
C[C@@H]1CCCCO[C@H](CN(C)CC2CC2)[C@H](C)CN([C@@H](C)CO)C(=O)c2cc(NC(=O)CCC(F)(F)F)ccc2O1 | 0.1
CCC(=O)Nc1ccc2c(c1)OC[C@@H](C)N(Cc1ccccn1)C[C@@H](C)[C@@H](OC)CN(C)C2=O | 7.0
COc1ccc(S(=O)(=O)Nc2ccc3c(c2)CC(=O)N([C@H](C)CO)C[C@@H](C)[C@@H](CN(C)S(=O)(=O)c2ccc(Cl)cc2)O3)cc1 | 0.0
C[C@H](CO)N1C[C@H](C)[C@@H](CN(C)CC2CC2)Oc2ccc(NC(=O)c3ccncc3)cc2CC1=O | 0.3

The list goes on; the last 3 above are carried over.
SMILES | Mtb BioA inh
CCC(=O)Nc1ccc2c(c1)OC[C@@H](C)N(Cc1ccccn1)C[C@@H](C)[C@@H](OC)CN(C)C2=O | 7.0
COc1ccc(S(=O)(=O)Nc2ccc3c(c2)CC(=O)N([C@H](C)CO)C[C@@H](C)[C@@H](CN(C)S(=O)(=O)c2ccc(Cl)cc2)O3)cc1 | 0.0
C[C@H](CO)N1C[C@H](C)[C@@H](CN(C)CC2CC2)Oc2ccc(NC(=O)c3ccncc3)cc2CC1=O | 0.3
Cc1noc(C)c1NC(=O)N(C)C[C@@H]1OCCCC[C@H](C)Oc2ccc(NC(=O)CCC(F)(F)F)cc2C(=O)N([C@H](C)CO)C[C@H]1C | 0.8
COc1ccc(NC(=O)N[C@@H]2CC[C@@H](CCNC(=O)CCN3CCCCC3)O[C@H]2CO)cc1 | -1.2
C[C@@H]1CN([C@@H](C)CO)C(=O)c2cc(-c3ccc(F)cc3)cnc2O[C@@H]1CN(C)C(=O)CN(C)C | -1.7
C[C@H]1CN([C@@H](C)CO)C(=O)c2cc(-c3ccccc3F)cnc2O[C@H]1CN(C)Cc1ccccc1F | 1.2
CN(C)CCCNC(=O)C[C@H]1CC[C@H]2[C@H](COc3ccc(NC(=O)c4cccc(F)c4)cc3C(=O)N2C)O1 | 1.6
COc1ccc(NC(=O)Nc2ccc3c(c2)C(=O)N([C@H](C)CO)C[C@@H](C)[C@@H](CN(C)S(C)(=O)=O)O3)cc1 | 2.5
CCC(=O)N1C[C@@H](C)[C@@H](OC)CN(C)C(=O)c2ccc(NC(=O)NC(C)C)cc2OC[C@@H]1C | -1.7
C[C@H]1CCCCO[C@@H](CN(C)Cc2ccccc2)[C@@H](C)CN([C@@H](C)CO)C(=O)c2cc(NS(=O)(=O)c3ccc(Cl)cc3)ccc2O1 | -0.7
CN(C)C(=O)c1ccc(-c2ccc([C@@H]3[C@@H](CO)N4CCCCN(Cc5ccncc5)C[C@@H]34)cc2)cc1 | -1.2
N#C[C@H]1[C@@H](c2ccccc2)[C@@H](CO)N1S(=O)(=O)Cc1ccccc1 | -0.2
C[C@H]1CN([C@@H](C)CO)C(=O)Cc2cc(NS(=O)(=O)c3cn(C)cn3)ccc2O[C@H]1CN(C)S(C)(=O)=O | 0.0
C[C@H](CO)N1C[C@H](C)[C@H](CN(C)Cc2ccccc2)Oc2ccc(NC(=O)Nc3cccc4ccccc34)cc2CC1=O | -1.5
COc1ccc(S(=O)(=O)Nc2ccc3c(c2)C(=O)N([C@H](C)CO)C[C@H](C)[C@H](CN(C)S(=O)(=O)c2cn(C)cn2)OCCCC[C@@H](C)O3)cc1 | 0.5
Cc1ccc(S(=O)(=O)Nc2ccc3c(c2)C(=O)N([C@@H](C)CO)C[C@H](C)[C@H](CN(C)S(=O)(=O)c2cccs2)OCCCC[C@H](C)O3)cc1 | -1.5
CCCN1C[C@@H](C)[C@@H](OC)CN(C)C(=O)c2cc(NC(=O)C3CC3)ccc2OC[C@@H]1C | -7.1
CO[C@@H]1CN(C)C(=O)c2ccc(NS(=O)(=O)CC(F)(F)F)cc2OC[C@@H](C)N(C)C[C@@H]1C | 1.5
COc1cccc(-c2ccc3n(c2=O)C[C@H]2[C@H](CO)[C@@H](C(=O)NC4CCC4)[C@@H]3N2C)c1 | -1.9
CC(=O)N1[C@@H](CO)[C@@H](c2ccccc2)[C@@H]1CN(C)C(=O)CN1CCOCC1 | 0.1
C[C@@H]1CN([C@H](C)CO)C(=O)c2cc(NS(=O)(=O)c3cccs3)ccc2O[C@H]1CN(C)Cc1ccc(Cl)c(Cl)c1 | -0.9
O=C(C[C@@H]1C[C@@H]2c3cc(NS(=O)(=O)c4ccc(F)cc4)ccc3O[C@@H]2[C@H](CO)O1)N1CCCCC1 | 0.5
C[C@H]1CN([C@@H](C)CO)C(=O)c2cc(NS(=O)(=O)c3ccc(Cl)cc3)ccc2O[C@H]1CN(C)S(=O)(=O)c1ccc(F)cc1 | 1.5
COc1ccc(S(=O)(=O)N(C)C[C@@H]2OCCCC[C@H](C)Oc3ccc(NC(=O)Nc4ccccc4)cc3C(=O)N([C@@H](C)CO)C[C@@H]2C)cc1 | -1.0
Cc1noc(C)c1NC(=O)Nc1cccc2c1O[C@@H](CN(C)C(=O)Nc1c(C)noc1C)[C@@H](C)CN([C@H](C)CO)C2=O | 0.3
C[C@H](CO)N1C[C@H](C)[C@@H](CN(C)C(=O)Nc2ccccc2)OCc2cnnn2CCCC1=O | -1.3&-1.8
O=C(Nc1ccc(Cl)c(Cl)c1)N[C@H]1CC[C@@H](CCn2cc(C3CC3)nn2)O[C@@H]1CO | 1.8
Cc1ccc(S(=O)(=O)N[C@H]2CC[C@H](CCn3cc(C4(O)CCCC4)nn3)O[C@@H]2CO)cc1 | -3.5
COc1ccc(S(=O)(=O)N(C)C[C@@H]2OCCCC[C@H](C)Oc3ccc(NS(=O)(=O)c4cccs4)cc3C(=O)N([C@H](C)CO)C[C@H]2C)cc1 | 5.3
CCN(C[C@@H]1[C@@H](c2ccccc2)[C@H](CO)N1S(C)(=O)=O)C(=O)C1CC1 | -2.8

This is a subset; rates above refer to the full screens.
